Screening results as filed in PubChem BioAssay.
PNC inhibitor: High Content Assay for Compounds that inhibit the Assembly of the Perinucleolar Compartment | PC3M PTB-GFP, PNC prevalence imaging, 16 h; active compounds read low | activity change (PNC), negative = inhibition, % at 10 µM | 3.1% of 140,000 active;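 active = readout at or below -70, meaning at least 70% loss of cells showing the perinucleolar compartment, a nuclear body marking cancer cells; inconclusive = readout between -30 and a set limit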;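 also: plate controls were DMSO wells for no effect and camptothecin positive control wells for full effect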
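PC3M cells stably expressing PTB-GFP, 750–1000 cells/well, treated 16 h at 37 °C with compound (23 nl of library stock), in duplicate. After paraformaldehyde fixation and Hoechst stain, imaged at 20x; PNC prevalence scored by image analysis.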
12-hLO inh: qHTS Assay for Inhibitors of 12-hLO (12-human lipoxygenase). AID 1452, 2008. Potency, µM (titrated, usually from 57.1 µM), for inactives: top-dose activity change, negative = inhibition, most hits filed as inhibitors. Polyunsaturated fatty acid lipoxygenase ALOX12 (Homo sapiens), P18054. 0.12% of 150,000 active. purified 12-hLO, xylenol orange hydroperoxide absorbance; also: potency is read from the fitted curve at half-maximal effect; nearly all actives have a fitted effect of over 55% in size; many of its hits are not listed in these tables
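Purified human 12hLO (150 nM), preincubated 15 min with compound, then 40 uM arachidonic acid for 30 min, room temperature, Hepes pH 7.0 with 0.01% Triton X-100. Hydroperoxide detected by ferrous iron/xylenol orange; 573/405 nm absorbance ratio gives reaction progress.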
ALOX15B inhib: qHTS Assay for Inhibitors of 15-hLO-2 (15-human lipoxygenase 2); purified 15hLO-2, xylenol orange hydroperoxide absorbance; Polyunsaturated fatty acid lipoxygenase ALOX15B (Homo sapiens), O15296; 0.56% of 110,000 active; AID 881, 2007; Potency, µM (top dose mostly 57.1 µM), for inactives: at the highest dose activity change, negative = inhibition, most hits filed as inhibitors; also: potency is read from the fitted curve at half-maximal effect; nearly all actives have a fitted effect of over 60% in size; many of its hits are not listed in these tables
Target sequence (O15296 whole entry, looked up): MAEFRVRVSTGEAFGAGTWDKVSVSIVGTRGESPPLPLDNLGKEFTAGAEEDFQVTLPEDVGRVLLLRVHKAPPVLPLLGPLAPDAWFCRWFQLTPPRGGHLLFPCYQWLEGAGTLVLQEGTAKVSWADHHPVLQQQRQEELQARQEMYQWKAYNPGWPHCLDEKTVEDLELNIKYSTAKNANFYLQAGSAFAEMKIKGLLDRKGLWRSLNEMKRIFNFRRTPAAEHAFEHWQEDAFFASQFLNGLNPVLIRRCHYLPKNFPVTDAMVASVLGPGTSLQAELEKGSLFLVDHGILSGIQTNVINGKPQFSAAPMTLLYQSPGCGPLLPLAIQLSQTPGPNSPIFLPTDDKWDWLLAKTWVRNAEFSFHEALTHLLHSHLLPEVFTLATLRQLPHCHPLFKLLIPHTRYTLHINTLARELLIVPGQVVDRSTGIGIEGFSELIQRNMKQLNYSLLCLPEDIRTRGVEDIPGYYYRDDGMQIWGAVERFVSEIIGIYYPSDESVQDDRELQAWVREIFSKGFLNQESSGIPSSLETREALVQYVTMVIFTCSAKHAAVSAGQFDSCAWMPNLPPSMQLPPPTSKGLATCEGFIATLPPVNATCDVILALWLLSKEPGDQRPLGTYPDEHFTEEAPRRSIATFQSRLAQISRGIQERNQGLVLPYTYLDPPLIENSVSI
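Read-out: hydroperoxide product oxidises ferrous iron, measured as xylenol orange complex via the 573-to-405 nm absorbance ratio after 30 min. Reaction: 50 nM enzyme, 15 min compound preincubation, 45 uM arachidonic acid, 90 min RT, Hepes pH 7.5 with Triton X-100.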
IMPase inh: qHTS Assay for Identifying the Cell-Membrane Permeable IMPase Inhibitors. Inositol monophosphatase 1 (Rattus norvegicus), P97697. CHO-M1 cells, IP1 accumulation, HTRF TR-FRET ratio. inhibition (IP1 accumulation), % at 46.1 µM. 120,000 tested, under 10 active; active = well fitted curve in the direction sought with a large enough effect in the signal ratio, not every such curve was filed as active; inconclusive = small, poorly fitted or top-dose-only effect, or a change in a side signal; inactive = no such curve, though single readings can be large or run the other way; the % refers to the signal ratio;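 also: cells stimulated with carbachol in lithium chloride buffer; plate controls were DMSO basal wells for no effect and reference inhibitor wells for full effect; higher means more IMPase inhibition seen as more IP1 and lower FRET ratio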
Target sequence (P97697 whole entry, looked up): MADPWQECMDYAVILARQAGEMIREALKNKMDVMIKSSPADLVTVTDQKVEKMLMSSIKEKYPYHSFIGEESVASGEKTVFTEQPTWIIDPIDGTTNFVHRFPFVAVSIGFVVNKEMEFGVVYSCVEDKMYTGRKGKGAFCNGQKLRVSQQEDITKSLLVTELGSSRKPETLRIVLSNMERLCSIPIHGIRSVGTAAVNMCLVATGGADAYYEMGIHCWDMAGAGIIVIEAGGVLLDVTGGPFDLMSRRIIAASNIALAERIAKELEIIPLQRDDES
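Carbachol-driven Gq signalling in CHO-M1 cells (2000/well) generates IP1. Compounds that block IMPase raise IP1 and so reduce the FRET signal from Eu-anti-IP1 and d2-IP1 after a 10 min room-temperature lysis.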
* = called active by the depositor; ? = inconclusive; nt = not tested or not shown; [ ] = dose if it differs, or a comment. Unless noted, calls follow the shape of the dose curve; as a rule, active = well fitted curve in the direction sought with a large enough effect; inconclusive = small, poorly fitted or top-dose-only effect, or another doubt; inactive = no such curve, though single readings can be large; an effect the other way counts as inactive or inconclusive. Unless noted, % is scaled to controls: 0 for no effect and ±100 for the full control effect. This is a subset (hit frequency here may not be typical).

PNC inhibitor,12-hLO inh,ALOX15B inhib,IMPase inh,Molecule
-92*,4%,2%,7,COC(=O)C(C)N(C(=O)c1cccc(Cl)c1)c1c(C)cccc1C (centres undefined)
-11,-4%,20%,-3,Fc1ccccc1N1CCN(C(c2ccccn2)c2nnnn2C2CCCCC2)CC1 (centres undefined)
7,3%,0%,-3,Cn1c(NC(=O)c2ccccc2)c(-c2cccs2)c(=O)c2ccccc21
?,1%,-2%,15,CN(C(=O)c1ccccc1Cl)C1CCCCC1
21,-20%,-3%,-2,Nc1ccc2oc(CCc3ccccc3)nc2c1
29,-5%,nt,11,CCn1cc([N+](=O)[O-])c(C(=O)N2N=C3/C(=C/c4cccs4)CCCC3C2c2cccs2)n1 (centres undefined)
?,-2%,-1%,-1,CC(NC(=O)C1CCC(CNc2c(N3CCOCC3)c(=O)c2=O)CC1)c1ccccc1 (centres undefined)
10,-3%,5%,18,O=C(CCNS(=O)(=O)c1cccc2nsnc12)N1CCN(c2ccccn2)CC1
?,-4%,nt,nt,CCOC(=O)Cc1csc(NC(=O)CSc2cc(Cl)ccc2Cl)n1
6,?,?,13,COc1ccc(C2C(C(C)=O)=C(C)N=c3s/c(=C\c4ccco4)c(=O)n32)c(OC)c1 (centres undefined)
-29,-5%,-3%,8,Cc1ccc(C)c(-n2c(CNc3ccc(F)cc3)nnc2SCC(N)=O)c1
-6,-11%,-10%,3,CC(C)(CO)NS(=O)(=O)c1ccc2c(c1)oc(=O)c1cc(S(=O)(=O)NC(C)(C)CO)ccc12
-28,-4%,nt,13,COc1ccc(/C=N/NC(=O)c2cc(-c3ccc4c(c3)OCO4)n[nH]2)cc1OC
-21,-1%,nt,nt,Cc1cc(C(=O)COC(=O)CC2Sc3ccccc3NC2=O)c(C)n1-c1ccccc1 (centres undefined)
1,-3%,nt,?,CC1CCN(C(=O)c2ccc(-n3cnnn3)cc2)CC1
?,-5%,4%,-1,CC(C)(O)C#Cc1ccc(C(=O)N2CCC(C(N)=O)(N3CCCCC3)CC2)cc1
62,1%,0%,-1,CC(C)CC(=O)Nc1cc(NC(=O)CC(C)C)cc(C(=O)NC(C)(C)C)c1
55,-1%,-7%,2,Cc1cc(SC(C)C(=O)Nc2c(C)n(C)n(-c3ccccc3)c2=O)nc2ccccc12 (centres undefined)
-7,-1%,nt,4,Cn1cccc1Cc1nnc(SCC(=O)NC2CCCCC2)n1CCc1ccccc1
-3,2%,-5%,-7,O=C(Cn1nc(Cc2ccncc2)c2ccccc2c1=O)N1CCN(C(=O)c2ccco2)CC1
?,1%,nt,nt,CCOC(=O)CSC1=N/C(=C\c2cc(OC)c(OC)c(OC)c2)C(=O)N1C
9,-9%,13%,0,Cc1ccc(OCc2nc(-c3ccccn3)no2)c(Br)c1
47,?,nt,nt,Cc1ccc(-c2cc(C(=O)Nc3nccs3)c3ccccc3n2)o1
22,-2%,nt,nt,Cc1cc(C(=O)COC(=O)c2ccc[nH]c2=O)c(C)n1C1CC1
7,5%,-1%,2,O=C(COC(=O)c1n[nH]c(=O)c2ccccc12)c1ccccc1
-12,-4%,-3%,-21,C=CCN1C(=NC(=O)CCC(=O)O)SC2CS(=O)(=O)CC21 (centres undefined)
-30,-5%,-2%,5,Cc1ccc(NC(=O)C2CCCN(S(=O)(=O)c3cnc[nH]3)C2)cc1F (centres undefined)
?,1%,1%[2.29 µM],-1,O=C(NCCCN1CCOCC1)C1CC(=O)N(CCc2ccccc2)C1 (centres undefined)
?,-2%,-11%,2,COc1ccccc1N(CC(=O)NCCc1ccccc1)S(C)(=O)=O
-21,-16%,5%,11,Cc1ccc(-c2[nH]ncc2/C=C(\C#N)C(=O)NC2CCCCC2)cc1
30,-2%,nt,3,CN=C1c2cc3cc(OC)ccc3n2CCN1C
16,-13%,-23%,12,Cc1c(-c2nc(N)nc(Nc3ccc(F)cc3)n2)oc2ccccc12
1,-3%,nt,5[0.0738 µM],CCCCCCCNC1=CC(=O)CC(c2ccco2)C1 (centres undefined)
15,-9%,-2%,-11,O=C(COC(=O)Cc1cn2ccsc2n1)NCc1ccc2c(c1)OCO2
53,-1%,7%,-6,O=C(NCCCn1ccnc1)c1noc2c1CCCC2
8,-2%,13%,7,CN1CCN(c2ccccc2NC(=O)Cc2cn(C)c3ccccc23)CC1
-4,-2%,-14%[11.4 µM],0[1.84 µM],CC(C)OC(=O)c1nnc(-c2ccccc2)nc1OC(C)C
-18,-9%,-11%,-11,Cc1cc2c(=O)n(C)c(SCC(=O)c3cc4ccccc4o3)nc2s1
-16,-5%,13%[11.4 µM],3[1.84 µM],Cn1cnnc1Sc1cc(N2CCN(S(=O)(=O)c3ccc(Cl)c(Cl)c3)CC2)ccc1[N+](=O)[O-]
0,-3%,-11%,-4,Cc1cccc(NC2=C(Cl)C(=O)OC2NC(=O)c2ccccc2)c1 (centres undefined)
9,2%,nt,nt,CC1CN(C(=O)c2ccccc2)c2ccccc2NC1=O (centres undefined)
-8,-12%,7%,1,CCC(C)(C)n1nnnc1C(c1ccc(O)c(OC)c1)N1CCN(c2nc3ccccc3s2)CC1 (centres undefined)
?,-7%,?,8,Cc1ccc(CNC(=O)Nc2cccs2)cc1
-6,1%,-10%,-8,Cn1cccc1C(=O)NC(=O)CSc1nc2ccccc2s1
-3,-2%,nt,1,Cc1ccc(NC(=O)C(=O)NCc2ccc(/C=N/NC(=O)c3c(C)nc4cc(C)ccn34)o2)cc1
-21,-2%,6%[11.4 µM],-9[1.84 µM],Cc1ccc(Sc2nnc(Cc3ccccc3)c3ccccc23)cc1
19,-1%,nt,nt,C=CCn1c(O)c(N=NC(=O)CNC(=O)c2ccco2)c2ccccc21
26,-4%,7%,0,O=C(NCCCN1CCOCC1)C(C(=O)c1ccccc1)n1ccccc1=O (centres undefined)
?,-11%,-18%,4,O=C(CSc1ccsc1[N+](=O)[O-])NCCc1ccc(Cl)cc1
?,0%,nt,nt,Cc1ccc(S(=O)(=O)Nc2ccccc2CNc2ncc(Br)cc2Br)cc1
22,4%,52%[activator],9,CN(C)Cc1nc2ccccc2c(=O)n1Cc1nc(C(C)(C)C)cs1
?,2%,nt,-2,Cc1ccc(SCc2ccc(C(=O)Nc3ccccc3Br)cc2)cc1
38,3%,-3%,7,Cc1cccc(Sc2c([N+](=O)[O-])ncn2C)n1
-19,1%,37%[activator],-7,CCS(=O)(=O)N1Cc2ccccc2CC1C(=O)Nc1nc2ccccc2[nH]1 (centres undefined)
25,-7%,-15%,12,COc1ccccc1-n1nc(C(=O)Nc2ccc3c(c2)OCO3)c2ccccc2c1=O
17,-12%,14%,-10,Cn1c(C(=O)OC(C(=O)NC2CCCC2)c2ccncc2)cc2sccc21 (centres undefined)
41,-2%,?,7,O=C(Nc1ccc2nn(-c3ccccc3)nc2c1)c1ccc(Br)o1
?,1%,-2%,6,CCC1(C)C2(C#N)C(N)=NC(OC)(OC)C12C#N (centres undefined)
?,3%,-3%,-10,COCc1nnc(NC(=O)CCc2ccccc2)s1
21,-5%,-1%,-2,O=C(c1cc2nc(-c3ccco3)cc(C(F)(F)F)n2n1)N1CCN(Cc2ccccc2)CC1

Exported with two lines to a compound: entries from further up
Values in the order – PNC inhibitor	12-hLO inh	ALOX15B inhib	IMPase inh
- CCC1(C)C2(C#N)C(N)=NC(OC)(OC)C12C#N (centres undefined)
    ?	1%	-2%	6
- Cn1c(C(=O)OC(C(=O)NC2CCCC2)c2ccncc2)cc2sccc21 (centres undefined)
    17	-12%	14%	-10
- COc1ccccc1-n1nc(C(=O)Nc2ccc3c(c2)OCO3)c2ccccc2c1=O
    25	-7%	-15%	12
- COCc1nnc(NC(=O)CCc2ccccc2)s1
    ?	3%	-3%	-10
- O=C(Nc1ccc2nn(-c3ccccc3)nc2c1)c1ccc(Br)o1
    41	-2%	?	7

Next section.
PNC inhibitor,12-hLO inh,ALOX15B inhib,IMPase inh,Molecule
9,-6%,nt,19,O=C(COc1ccccc1F)N1c2ccccc2CCc2ccccc21
-29,0%,nt,nt,CC(C)(C)n1nnnc1C(c1ccc(Cl)cc1)N1CCSCC1 (centres undefined)
-26,-3%,nt,nt,COc1ccccc1N1C(=N)S/C(=C\c2ccc(-c3ccccc3C(=O)O)o2)C1=O
?,-2%,2%[11.4 µM],-8[1.84 µM],CCOC(=O)CSc1nc(-c2ccc(OC)cc2)ns1
?,-8%,nt,nt,Cc1ccc(NC(=S)c2ccccc2)cc1
-20,-10%,-2%,-4,Cc1ccc(C(=O)Nc2ccc3c(c2)OCO3)cc1
-10,3%,-11%,15,Nc1ccccc1SCc1cn2cccnc2n1
8,0%,nt,?,CCCCC(c1nnnn1CCOC)N1CCN(Cc2ccccc2)CC1 (centres undefined)
19,1%,2%,-2,CCCCCn1c(SCC(=O)OC)nc2c1c(=O)[nH]c(=O)n2C
4,0%,nt,-1,O=c1cc(-c2ccccc2F)oc2ccccc12
-8,-2%,nt,nt,Cc1ccc(C)c(NC(=O)c2cc(=O)c3ccccc3o2)c1
nt,2%[11.4 µM],-2%[11.4 µM],nt,O=C(O)[C@H](Cc1ccccc1)N1C(=O)c2ccccc2C1=O
23,-2%,-1%,5,O=C(Nc1ccccc1N1CCCCC1)c1cccs1
-8,-1%,-2%,?,O=C(CCCNS(=O)(=O)c1cccc2nsnc12)NC1CCCCC1
73,0%,nt,nt,Cc1ccccc1-c1nc(CSc2nc3c(c(=O)[nH]2)CCC3)c(C)o1
?,5%,2%,-1,COCc1cc(C)nc(Nc2ccccc2C)c1C#N
nt,4%,44%[activator],nt,c1ccc(C(c2ccccc2)N2CC[C@@]3(CCCNC3)C2)cc1
21,-6%,nt,nt,O=C(COc1ccccc1)NCC(=O)N/N=C/c1ccccc1
?,-2%,nt,nt,Cn1c(N)c(C(=O)COC(=O)CSc2ccc3ccccc3c2)c(=O)n(C)c1=O
nt,0%,-10%,nt,CSc1ccc(C=O)cc1
46,3%,-29%,1,CC(O)CN(Cc1ccc(Cl)cc1)CC(C)O (centres undefined)
55,-1%,nt,nt,O=C1c2cccc3cccc(c23)C(=O)N1CC1CCN(CC(O)COCc2ccc3c(c2)OCO3)CC1 (centres undefined)
-25,-12%,26%,7,Cc1cc(C)c2ccc(NN)nc2c1O
16,-2%,nt,1,CC(C)[C@H](NC(=O)c1ccccc1)C(=O)N1CCc2ccccc21
11,-10%,20%,4,CCc1cc(C(=O)OC)c(NC(=O)c2cc(Br)cs2)s1
?,3%,0%,0,COc1c(C(=O)N2CCCC2)ccc2ccccc12
?,2%,-3%,-15,CCOC(=O)C1(O)CSc2nc3sc(C(=O)O)c(C)c3c(=O)n21 (centres undefined)
17,-1%,-14%,-5,O=C(Nc1nnc(-c2ccccc2SCc2ccccc2F)s1)Nc1ccccc1F
4,-5%,-2%,8,Cc1ccc(N2CCN(/N=C/c3cccs3)CC2)cc1
25,-2%,nt,6,O=C(NCc1ccc2c(c1)OCO2)C1CCCN(S(=O)(=O)c2cccnc2)C1 (centres undefined)
?,-6%,-9%,-17,C/C(N)=C(/C#N)C(=O)CSc1ccc2c(c1)OCCO2
-20,-3%,nt,nt,Fc1ccc(NC(=S)N2CCCCC2)cc1
5,-4%,6%,6,Cc1ccc(C(=O)N/C(=C\c2cccs2)C(=O)N2CCCCCC2)cc1
14,8%,13%,1,Cc1cccc(C)c1OCCCCCNCCO
